Screens from PubChem BioAssay.
MEKK2mut PB1 HTS = MEK5 binding signal on mutant MEKK2 PB1, primary screen, biochemical, multiplex bead flow cytometry, Alexa488-MEK5 | hit rate 0.35% among 290,000 | Alexa488-MEK5 binding to MEKK2 mutant | percent response, % at 10 µM | AID 1530, 2009; in the data active means percent response above about 24%, passing the limit was not always enough; further: inactives centre near 1; some results filed as inactive read as strong as hits
DNA FID counter = compounds displacing fluorescent DNA intercalator, primary screen, artefact control for HCV NS3 helicase inhibitor project, biochemical, FID fluorescence; DNA fluorescent intercalator displacement; AID 1845, 2009; inhibition, % at 7.9 µM; hit rate 0.17% among 290,000; in the data active means inhibition above about 37%;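 further: 0% = vehicle and 100% = reference compound; higher means more ethidium bromide displaced from hairpin DNA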
IMP-1 inh = IMP-1 metallo-beta-lactamase inhibitors, primary screen, biochemical, epi-absorbance readout, Pseudomonas aeruginosa enzyme | metallo-beta-lactamase IMP-1 (Pseudomonas aeruginosa) | purified IMP-1, nitrocefin hydrolysis, epi-absorbance fluorescence | inhibition, % at 5.6 µM | hit rate 0.45% among 290,000;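 active means inhibition above the mean plus 3 SD of all compounds in the same screening run, cut at about 4.5% in these data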;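 further: 0% = IMP-1 with DMSO and 100% = DMSO wells lacking enzyme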
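System: purified IMP-1; amount: IMP-1 0.2 nM before substrate addition; compound: single dose, 5.6 µM; times: 25 °C, 15 min preincubation, 25 min reaction; signal: Epi-absorbance via hydrolysed-nitrocefin quenching of white-plate fluorescence, 480/530 nm, EDTA stop; benchmarks: DMSO with and without IMP-1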
HCV NS3 hel inh = inhibitors of HCV NS3 helicase, primary screen, biochemical, Cy5 molecular beacon fluorescence | NS3 helicase DNA unwinding | inhibition, % at 10.9 µM | hit rate 0.56% among 290,000;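 active means inhibition above the mean of all tested compounds plus 3 SD, set per campaign, cut at about 35% in these data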;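 further: 0% = DMSO wells and 100% = thioflavine S control wells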
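assay system = NS3 helicase fragment of HCV | buffer or medium = MOPS pH 6.5, MgCl2, DTT, Tween20, BSA | timing = 60 min unwinding reaction at 25 °C after ATP addition | signal = Cy5 beacon fluorescence read at start and 1 h | read-out basis = % inhibition of unwinding | control set = low DMSO, high thioflavine S at 110 µM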
VIM-2 inh = VIM-2 metallo-beta-lactamase inhibitors, primary screen, biochemical, epi-absorbance readout, Pseudomonas aeruginosa enzyme; purified VIM-2, nitrocefin hydrolysis, epi-absorbance fluorescence; inhibition, % at 5.6 µM; hit rate 0.89% among 290,000;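 active means inhibition above the mean of all tested compounds plus 3 SD, cutoff set per screening run, cut at about 7.5% in these data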;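 further: red hydrolysis product quenches plate fluorescence so inhibitors raise well fluorescence; 0% = enzyme with DMSO and 100% = DMSO without enzyme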
PfM18AAP inh = PfM18AAP inhibitors, malaria aminopeptidase, primary screen, biochemical, QFRET, recombinant enzyme; M18 aspartyl aminopeptidase (Plasmodium falciparum 3D7); H-Glu-NHMec fluorogenic cleavage; hit rate 1.2% among 290,000; AID 1822, 2009; inhibition, % at 7.35 µM;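 active means inhibition above the campaign mean inhibition over all tested compounds plus 3 SD, cut at about 28% in these data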;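 further: 0% = plate median of test compound wells and 100% = 2 mM ZnCl2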
MEKK2wt PB1 HTS = modulators of MEK5 binding to wildtype MEKK2, primary screen, biochemical, multiplex bead flow cytometry, Alexa488-MEK5. hit rate 1.1% among 290,000. Alexa488-MEK5 binding to MEKK2 WT; actives lie on both sides. binding response (% of control), % at 10 µM. Mitogen-activated protein kinase kinase kinase 2 (Homo sapiens), Q9Y2U5; in the data active means binding response below about 67% or above about 130%
SUMO HTRF inh = inhibitors of in vitro SUMOylation cascade, primary screen, biochemical, HTRF, uHTS; HTRF SUMOylation assay, SAE1/SAE2 + UBC9; inhibition, % at 35 µM; hit rate 0.36% among 290,000; AID 2006, 2009; in the data active means inhibition above about 50%, passing the limit was not always enough; further: strong numbers were not always called active
Target sequence (P63279 whole entry, looked up): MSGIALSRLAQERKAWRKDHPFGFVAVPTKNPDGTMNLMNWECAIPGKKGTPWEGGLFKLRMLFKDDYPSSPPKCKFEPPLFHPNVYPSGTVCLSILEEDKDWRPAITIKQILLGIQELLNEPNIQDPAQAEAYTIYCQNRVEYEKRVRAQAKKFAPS
NALP1 inh = NALP1 inflammasome inhibitors in reconstituted yeast, colorimetric, S. cerevisiae, triplicate retest; S. cerevisiae NALP1/ASC/caspase-1 growth, X-gal OD620, 72 h; inhibition, % at 10 µM; hit rate 0.61% among 280,000; in the data active means inhibition mostly above about 24%, no sharp cut-off; inactive means mostly below about 32%; further: some compounds called inactive have numbers as strong as hits
The depositor's hits bear a star; · = no result given.

molecule	MEKK2mut PB1 HTS	DNA FID counter	IMP-1 inh	HCV NS3 hel inh	VIM-2 inh	PfM18AAP inh	MEKK2wt PB1 HTS	SUMO HTRF inh	NALP1 inh
O=C(COC(=O)c1ccc(Sc2ccccc2)c([N+](=O)[O-])c1)NC1CCS(=O)(=O)C1 (centres undefined)	3	0	-2.0	4	-5.1	7	100	-5	14
CC(=O)Nc1ccc(S(=O)(=O)NCC2CCC(C(=O)NCc3ccccc3)CC2)cc1 (centres undefined)	1	-24	-2.9	4	0.2	3	129	8	1
CCCn1ncc(C(=O)N(C)C2CCCN(Cc3ccccc3F)C2)c1C (centres undefined)	4	-29	-2.6	5	-2.9	-2	111	9	3
COc1cc2cccc(OC)c(=O)c2c(O)c1OC	-2	5	-2.4	2	1.3	2	97	8	·
Cc1ccc(S(=O)(=O)NC(=O)Nc2ccc(C)cn2)cc1	-4	1	1.7	3	1.0	-5	97	17	10
COc1ccccc1CNc1ncc(-c2ccc(F)cc2)n1C	-6	0	-4.3	-20	-1.1	9	92	22	8
Nc1nc(Nc2cccc(F)c2)nc2ccccc12	11	13	-2.5	-19	-2.5	0	119	0	14
CCOc1ccc(NC(=O)CC2C(=O)N(c3ccc(OC)cc3)C(=O)N2CCc2ccc(OC)c(OC)c2)cc1 (centres undefined)	-2	-33	-1.0	-23	-0.9	1	94	0	9
COc1ccc(Nc2nnc(-c3ccncc3)s2)cc1Cl	9	0	17*	-7	1.1	-1	108	2	37
CCOc1ccc2oc(-c3ccccc3)c(C(N)=O)c2c1	6	-11	-2.9	-2	-1.4	4	101	21	15
CCc1cc2cc3c(cc2nc1SCC(=O)OC(C)C)OCO3	8	-5	-1.3	-7	-1.1	-10	107	-14	5
CC1(C)CC(=O)C=C(NCc2ccc(Cl)c(Cl)c2)C1	4	-6	-1.8	-7	-0.9	-1	99	6	12
Cc1cc(C)nc(/N=C(\N)C2=C(O)CC(C)(C)CC2=O)n1	0	-13	-1.7	2	4.5	-13	93	-1	-22
Cc1cccc(C)c1NC(=S)N(c1ccccc1)C(C)C	19	-2	-2.5	4	-0.3	-7	88	4	16
CCOc1ccccc1NC(=O)CN(C)S(=O)(=O)c1ccc(OC)c(C)c1	-6	-19	-0.8	-3	-0.6	3	80	10	·
CCCc1nc(SCC(=O)NNC(=O)c2ccc(OC)cc2)c2ccccc2n1	-4	-20	-6.1	-1	-0.7	2	98	12	30
Nc1nc(CCl)nc(Nc2ccc3ccccc3c2)n1	12	-11	-3.3	-23	-2.3	3	109	-15	-3
Cc1ccc(S(=O)(=O)CC(c2ccccc2)N2CCCCC2)cc1 (centres undefined)	-2	-10	-1.6	-5	-0.8	1	90	15	17
c1ccc(-n2c(SCC3CCCCO3)nnc2-c2cnccn2)cc1 (centres undefined)	-2	-18	-5.4	-4	-0.6	5	95	6	17
O=C(O)c1ccc2c(c1)C(=O)N(C(Cc1ccc(O)cc1)C(=O)O)C2=O (centres undefined)	-3	5	-2.7	-4	1.0	6	97	15	2
O=C(Nc1cccnc1)NC1CCCCC1	5	-1	-2.7	-1	-1.5	-14	105	11	-14
O=C(NC1CCCN(Cc2ccc(Cl)cc2)C1)c1ccnc(Cl)c1 (centres undefined)	9	4	-3.0	2	-2.2	-4	109	-1	26
O=C(Nc1ccc(Cl)c(Cl)c1)Nc1cc(C(=O)NC2CC2)ccc1Cl	1	2	-5.7	10	-3.7	4	111	-17	29
Cc1cccc(C(=O)NNC(=O)C(=O)NC(C)(C)C)c1	3	-3	-2.1	3	-8.2	1	108	-1	-2
O=C(O)c1c2c(nc3ccc(F)cc13)CCC2	3	-2	-1.9	-3	-1.2	-3	98	-33	-29
COc1cc2nc(-c3ccccc3)nc(N3CCCC3)c2cc1OC	14	0	3.5	4	-0.8	1	111	20	·
Cc1ccc2nc(C(=O)O)c(C(=O)O)nc2c1	5	5	-4.5	-2	-1.1	0	106	18	7
NS(=O)(=O)c1ccc(NC(CNS(=O)(=O)c2ccccc2)c2ccccc2)cc1 (centres undefined)	-4	-10	-3.2	1	-3.9	-14	97	-9	-2
CC(C)(C)c1cccc(OCCCSc2ncccn2)c1	5	-3	1.2	-1	-3.2	-8	103	6	0
O=C(CCCOc1ccc(Cl)cc1Cl)NNC(=O)C1CCC1	-5	-4	-1.1	0	0.0	-6	78	2	4

3 entries out of the list, ordered by molar mass, rising.
molecule	MEKK2mut PB1 HTS	DNA FID counter	IMP-1 inh	HCV NS3 hel inh	VIM-2 inh	PfM18AAP inh	MEKK2wt PB1 HTS	SUMO HTRF inh	NALP1 inh
COc1ccc(Nc2nnc(-c3ccncc3)s2)cc1Cl	9	0	17*	-7	1.1	-1	108	2	37
CCOc1ccccc1NC(=O)CN(C)S(=O)(=O)c1ccc(OC)c(C)c1	-6	-19	-0.8	-3	-0.6	3	80	10	·
O=C(Nc1ccc(Cl)c(Cl)c1)Nc1cc(C(=O)NC2CC2)ccc1Cl	1	2	-5.7	10	-3.7	4	111	-17	29

(list continues)
molecule	MEKK2mut PB1 HTS	DNA FID counter	IMP-1 inh	HCV NS3 hel inh	VIM-2 inh	PfM18AAP inh	MEKK2wt PB1 HTS	SUMO HTRF inh	NALP1 inh
COc1ccc(/C=C/C(=O)c2oc3ccc(F)cc3c2C)cc1	-2	3	-1.0	-2	-1.5	0	91	20	13
CCCn1c(O)c2ccc(C(=O)N=NC(=O)c3cccnc3)cc2c1O	5	-3	-4.6	3	-3.4	-6	110	-7	25
COCCn1c(SCC(=O)N2CCN(c3ccccc3)CC2)nc2c(c1=O)SC(C)C2 (centres undefined)	7	·	·	·	·	·	95	1	-34
CC(C(=O)Nc1cccc([N+](=O)[O-])c1)n1nnc2ccccc21 (centres undefined)	-6	5	-3.9	0	-4.6	1	94	-5	-13
CCCCCOc1ccc(C2NC(=O)NC2=O)cc1 (centres undefined)	13	-2	-1.2	-5	-1.2	-5	113	17	30
[N-]=[N+]=NCC/C=C\C1NS(=O)(=O)OCC1O (centres undefined)	-5	-13	-1.1	10	0.0	-8	100	-1	12
C=CCOc1ccc(C2C(C(=O)c3ccco3)=C(O)C(=O)N2Cc2cccnc2)cc1 (centres undefined)	2	-28	-4.3	19	-0.7	1	99	14	0
Cc1ccc(S(=O)(=O)NC(C(=O)Oc2cc3oc(=O)cc(C)c3cc2Cl)C(C)C)cc1 (centres undefined)	-2	-23	0.6	-2	0.5	2	89	0	-2
O=C(NCc1cccs1)c1nc2c(nnn2Cc2ccccc2Cl)c(=O)[nH]1	-6	-38	-0.5	20	-2.3	-11	86	-6	-17
CN(Cc1ccccc1)S(=O)(=O)c1ccc(NS(=O)(=O)Cc2ccccc2)cc1	-5	-14	-5.6	-11	-3.2	-6	94	1	-6
Cc1cc(N2CCN(C(=O)c3ccco3)CC2)n2nc(C)c(-c3ccccc3)c2n1	2	-7	-4.3	-1	-3.6	-8	98	26	11
COCCNC(=S)N1CCC(c2nc(-c3ccc(F)cc3)no2)CC1	-6	-9	-3.5	-8	-5.0	0	89	0	-14
Cc1nnc(NC(=O)CSc2nnc3ncccn23)s1	-2	-9	-0.4	9	-1.0	-1	102	2	27
COc1ccccc1N(CC(=O)NC1CC2CCC1C2)S(=O)(=O)c1ccc(C)cc1 (centres undefined)	3	-49	-3.3	-13	-2.2	2	102	-6	11
O=S(=O)(NCCCSc1ccccc1)c1ccccc1F	5	-18	-3.0	-9	-1.0	-6	104	-3	21
COCCNS(=O)(=O)c1ccccc1	5	-5	-3.5	-9	-3.1	-6	105	14	-4
COc1cc(NC(=O)CCNS(=O)(=O)c2ccc3c(c2)CCC(=O)N3)cc(OC)c1	-1	-6	-4.5	1	-2.0	1	92	-10	-10
CN(CCO)C1=NS(=O)(=O)c2cc([N+](=O)[O-])ccc21	7	2	-1.1	3	-3.0	-9	105	-17	14
C#CCN(N(C)c1ncc(C(F)(F)F)cc1Cl)S(=O)(=O)c1ccc2ccccc2c1	4	0	1.7	1	-2.0	4	100	-12	10
Cc1ccccc1Cn1c(=N)n(CC(O)c2ccco2)c2ccccc21 (centres undefined)	6	14	-2.5	-15	-1.7	1	118	-3	35
Cn1c(CCCOc2ccc(Cl)cc2Cl)nnc1SCC(=O)Nc1ccc(F)c(Cl)c1	-1	0	-1.0	1	0.8	-11	100	7	10
CC(C)(C)C1(c2ccccc2)NC(=O)N(CC(=O)N2CCOCC2)C1=O (centres undefined)	14	-13	-2.1	5	-1.1	-10	126	2	·
CCn1c(=O)c2sccc2n(CC(=O)NCCC2=CCCCC2)c1=O	0	-11	-2.1	-2	-1.1	-3	100	2	16
COc1ccc(NC(=O)CSc2ccc3nnc(-c4cccnc4)n3n2)cc1	1	-8	0.2	-2	0.7	-2	100	7	15
O=C(Nc1ccc([N+](=O)[O-])cc1)Nc1nc(-c2ccc(Cl)s2)cs1	-2	1	-2.0	8	-4.5	-9	99	15	22
O=c1[nH]c(=S)[nH]cc1Oc1ccc(Cl)cc1Cl	8	-12	-2.5	10	-4.9	9	103	8	-2
Cc1ccc(C(=O)Nc2ccc(C(=O)N3CCCCC3)cc2)cc1	1	-31	-2.0	28	-1.6	0	105	1	-17

Another view of some results above:
smiles: CCOc1ccc2oc(-c3ccccc3)c(C(N)=O)c2c1
  MEKK2mut PB1 HTS = 6
  DNA FID counter = -11
  IMP-1 inh = -2.9
  HCV NS3 hel inh = -2
  VIM-2 inh = -1.4
  PfM18AAP inh = 4
  MEKK2wt PB1 HTS = 101
  SUMO HTRF inh = 21
  NALP1 inh = 15

smiles: CCc1cc2cc3c(cc2nc1SCC(=O)OC(C)C)OCO3
  MEKK2mut PB1 HTS = 8
  DNA FID counter = -5
  IMP-1 inh = -1.3
  HCV NS3 hel inh = -7
  VIM-2 inh = -1.1
  PfM18AAP inh = -10
  MEKK2wt PB1 HTS = 107
  SUMO HTRF inh = -14
  NALP1 inh = 5

smiles: CC1(C)CC(=O)C=C(NCc2ccc(Cl)c(Cl)c2)C1
  MEKK2mut PB1 HTS = 4
  DNA FID counter = -6
  IMP-1 inh = -1.8
  HCV NS3 hel inh = -7
  VIM-2 inh = -0.9
  PfM18AAP inh = -1
  MEKK2wt PB1 HTS = 99
  SUMO HTRF inh = 6
  NALP1 inh = 12

smiles: Cc1cc(C)nc(/N=C(\N)C2=C(O)CC(C)(C)CC2=O)n1
  MEKK2mut PB1 HTS = 0
  DNA FID counter = -13
  IMP-1 inh = -1.7
  HCV NS3 hel inh = 2
  VIM-2 inh = 4.5
  PfM18AAP inh = -13
  MEKK2wt PB1 HTS = 93
  SUMO HTRF inh = -1
  NALP1 inh = -22

With a hit mark in IMP-1 inh, among the entries above:
Structure | MEKK2mut PB1 HTS | IMP-1 inh | HCV NS3 hel inh | VIM-2 inh | PfM18AAP inh | MEKK2wt PB1 HTS | SUMO HTRF inh | NALP1 inh
COc1ccc(Nc2nnc(-c3ccncc3)s2)cc1Cl | 9 | 17* | -7 | 1.1 | -1 | 108 | 2 | 37
